From PubChem
Cdc25B inh: inhibitors of human Cdc25B phosphatase. P30305. recombinant Cdc25B, OMFP fluorescence Ex485/Em525. inhibition, %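 (compounds tested at 10 µM final in the well)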. 65,000 tested, 0.1% active. AID 368; in the data active means inhibition above about 50%
TNAP act mid DEA: activators of human TNAP at intermediate phosphate acceptor; purified TNAP, CDP-star luminescence, 100 mM DEA, 30 min; hits give high values; scale: 0 levamisole-inhibited, 1 vehicle-only enzyme; activation factor at 20 µM; 64,000 tested, under 10 active; AID 813;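 active means activation factor of at least 2 at 20 µM, relative to controls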
FXIIa mix inh: blocks human factor XIIa in pooled compound mixtures. P00748. purified FXIIa, fluorogenic substrate. inhibition, % at 5 µM. 62,000 tested, 0.2% active; in the data active means inhibition above about 20%, passing the limit was not always enough;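 further: 0% = enzyme without compound and 100% = no enzyme blank; some results filed as inactive read as strong as hits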
D1 mod: allosteric modulators of human D1 dopamine receptor; P21728; HEK293 D1, CRE-luciferase, dopamine EC30 potentiation; actives deviate in either direction; B-score at 10 µM; 58,000 tested, 5.9% active; AID 641;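 active means luminescence count or its row- and column-corrected plate score outside the 99.7% band of the plate's sample wells, on either side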
SF-1 act: SF-1 (human) activation; CHO-K1 Gal4-SF-1 LBD luciferase reporter; % increase over DMSO SF-1-specific signal; 65,000 tested, 1.9% active; Q13285; activation, % at 10 µM;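 active means activation above the mean activation of all tested compounds plus 3 SD, cut at about 50% in these data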
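Compound – one dose, 10 µM compound, 1% DMSO · Test system – transient Gal4-SF-1 LBD reporter, CHO-K1 · Input – 4,000 cells in each well · Read-out basis – percent activation relative to DMSO median and mock-transfected background · Replicates – single measurement per compound · Technique – steady-glow luciferase luminescence, read after 15 min reagent incubation · Timing – 20 h compound treatment, 37 °C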
MKP-1 inh: inhibitors of human MKP-1 phosphatase. recombinant MKP-1, OMFP hydrolysis fluorescence. P28562. inhibition, %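 (compounds tested at a single concentration somewhere between 10 and 100 µM)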. AID 374. 65,000 tested, 0.15% active;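 active means inhibition above about 50%, limit read from the data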;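 further: 0% = DMSO max control wells and 100% = wells with enzyme stopped by NaOH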
RORa activator: RORA (human) activation. activation, % at 10 µM. CHO-K1 Gal4-RORA LBD luciferase reporter, luminescence; percent increase over mock-subtracted basal signal. 65,000 tested, 1.5% active;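 active means activation above the mean of all tested compounds plus 3 SD, cut at about 49% in these data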;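 further: 0% = DMSO-treated RORA cells and 100% = added signal equal to DMSO minus mock-transfected cells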
Hsp90 inh: displaces geldanamycin probe from tumor Hsp90. P07900. NCI-N417 lysate Hsp90, Cy3B-geldanamycin FP displacement. inhibition, % at 30 µM. AID 429. 64,000 tested, 0.35% active;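 active means inhibition above 50%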;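 further: 0% = tracer plus lysate wells and 100% = tracer alone without lysate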
HER2 expr 66K: inhibitors of human Her2 kinase expression; SKBR-3 HER2 protein level, AlphaScreen, 18-24 h; hits give low values; 65,000 tested, 0.69% active; P04626; HER2 level % of control, % at 10 µM; AID 645;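 active means HER2 level under 5% of the carrier-only control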;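 further: 100% = DMSO carrier and 0% = 500 nM PU-H71 HSP90 inhibitor; lower value means stronger loss of Her2 protein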
Target sequence (P04626 whole entry, looked up): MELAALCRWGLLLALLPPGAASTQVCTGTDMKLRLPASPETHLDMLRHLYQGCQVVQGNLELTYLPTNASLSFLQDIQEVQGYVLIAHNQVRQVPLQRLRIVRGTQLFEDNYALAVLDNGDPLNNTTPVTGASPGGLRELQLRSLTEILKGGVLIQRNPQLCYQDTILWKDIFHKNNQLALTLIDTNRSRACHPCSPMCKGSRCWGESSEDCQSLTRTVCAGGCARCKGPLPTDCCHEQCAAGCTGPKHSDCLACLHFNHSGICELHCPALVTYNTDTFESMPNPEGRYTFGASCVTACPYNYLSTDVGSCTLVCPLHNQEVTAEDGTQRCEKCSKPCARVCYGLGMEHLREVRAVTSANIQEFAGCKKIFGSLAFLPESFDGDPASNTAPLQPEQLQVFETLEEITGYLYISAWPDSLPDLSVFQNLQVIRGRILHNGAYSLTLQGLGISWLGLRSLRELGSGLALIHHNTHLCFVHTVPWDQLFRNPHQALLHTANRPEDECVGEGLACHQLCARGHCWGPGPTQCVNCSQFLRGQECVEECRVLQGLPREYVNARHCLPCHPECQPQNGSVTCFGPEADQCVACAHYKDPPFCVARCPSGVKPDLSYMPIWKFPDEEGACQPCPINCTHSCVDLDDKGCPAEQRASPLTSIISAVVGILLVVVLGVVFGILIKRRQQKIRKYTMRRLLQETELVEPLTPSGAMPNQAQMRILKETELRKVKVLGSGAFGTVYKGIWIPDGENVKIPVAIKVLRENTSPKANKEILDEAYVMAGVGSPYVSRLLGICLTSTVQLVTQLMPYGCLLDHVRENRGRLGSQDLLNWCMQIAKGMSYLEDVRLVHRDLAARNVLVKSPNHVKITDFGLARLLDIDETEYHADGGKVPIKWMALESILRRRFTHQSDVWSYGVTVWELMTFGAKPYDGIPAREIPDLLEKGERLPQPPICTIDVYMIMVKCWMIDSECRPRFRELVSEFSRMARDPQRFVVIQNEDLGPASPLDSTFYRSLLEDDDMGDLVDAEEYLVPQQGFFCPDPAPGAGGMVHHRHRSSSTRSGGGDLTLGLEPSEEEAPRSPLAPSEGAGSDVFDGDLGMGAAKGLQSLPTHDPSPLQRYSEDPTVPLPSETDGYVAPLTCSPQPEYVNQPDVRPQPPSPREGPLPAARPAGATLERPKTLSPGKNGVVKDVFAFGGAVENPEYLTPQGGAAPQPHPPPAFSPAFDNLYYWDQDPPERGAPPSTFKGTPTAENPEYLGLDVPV
* = called active by the depositor; · = not tested or not shown. Random draw from the library. Share with any hit: about 8.9%.

The opening two entries (preview)
Results follow in this order: Cdc25B inh, TNAP act mid DEA, FXIIa mix inh, D1 mod, SF-1 act, MKP-1 inh, RORa activator, Hsp90 inh, HER2 expr 66K
(1) Cc1nc(SCC(=O)Nc2ccc3c(c2)OCO3)c(C#N)c2c1CCCC2
    22, 0.9, ·, 0.5, -3, -3, -6, -1, 76
(2) CC(=O)NCC12CC3CC(C1)CC(C(=O)O)(C3)C2
    -19, 1, -16, -0.92, 14, 1, -17, -2, 64

The listing, repeating the preview:
Results follow in this order: Cdc25B inh, TNAP act mid DEA, FXIIa mix inh, D1 mod, SF-1 act, MKP-1 inh, RORa activator, Hsp90 inh, HER2 expr 66K
(1) Cc1nc(SCC(=O)Nc2ccc3c(c2)OCO3)c(C#N)c2c1CCCC2
    22, 0.9, ·, 0.5, -3, -3, -6, -1, 76
(2) CC(=O)NCC12CC3CC(C1)CC(C(=O)O)(C3)C2
    -19, 1, -16, -0.92, 14, 1, -17, -2, 64
(3) Cn1c(=O)c2c(nc(NCc3ccco3)n2C/C=C/c2ccccc2)n(C)c1=O
    1, 0.9, 3, -0.27, -53, 16, -45, -8, 27
(4) CSc1nnc([C@@H](NC(=O)OC(C)(C)C)C(C)C)o1
    6, 0.8, 3, -1.1, -25, -11, -6, 1, 136
(5) O=S(=O)(c1cc(Cl)ccc1Cl)n1nnc2ccccc21
    -5, 1, -2, -0.58, 13, -5, -15, 2, 101
(6) COC(=O)c1ccc(S(=O)(=O)N2CCCC2)o1
    -2, 0.9, -13, 0.28, -3, 23, 3, -1, 153
(7) CCOc1ccc(-c2[nH]ncc2Oc2cccc(OC)c2)c(O)c1
    2, 1.1, -19, ·, -7, 28, 18, -1, 63
(8) COc1ccc(-n2nnc3c(SCC(=O)N4CCN(c5ccccc5)CC4)ncnc32)cc1
    2, 0.9, 1, -0.23, 15, 5, -6, -2, 83
(9) O=C(NCc1cn2ccsc2n1)Nc1ccc(Cl)cc1
    8, 0.9, -11, -0.37, -2, 16, 10, -4, 122
(10) O=C(OCc1nnc(-c2ccccc2)o1)c1ccc2c(c1)OCCO2
    5, 0.8, 4, 1.2, 28, 24, 1, -3, 92
(11) Cc1ccc(C)n1-c1cc(S(=O)(=O)N2CCOCC2)ccc1N1CCCC1
    -7, 1.1, 2, 0.69, 3, 26, -10, -5, 58
(12) Cc1cc(=O)oc(C)c1C(=O)N1CCc2c([nH]c3ccccc23)C1C(C)C (configuration not stated)
    5, 1, 3, ·, 5, 14, 4, -1, 115
(13) O=C(Cn1cc2c(n1)CCCC2)N1CCCC1
    -5, 1, 6, -0.5, 10, 2, 16, -1, 93
(14) COc1ccccc1-c1nc(-c2ccc(Br)cc2)no1
    -3, 0.9, 29*, ·, 27, 4, 20, 0, 73
(15) Cc1cc(C)n(Cc2ccc(C(=O)NCCC3=CCCCC3)o2)n1
    10, 0.9, 5, ·, 2, -16, -8, -10, 109
(16) Cc1ccc(SCCNC(=O)C(C)C)cc1
    -4, 1, 10, -0.13, -6, 9, -16, 0, 112
(17) COc1cc(C2/C(=C(\O)c3cc(C)ccc3C)C(=O)C(=O)N2CCN(C)C)ccc1O (configuration not stated)
    -15, 0.9, 2, ·, -6, 1, 13, ·, 72
(18) COC(=O)c1ccc(CSc2nc3sc4c(c3c(=O)n2C)CCCC4)o1
    -16, 1.1, -17, 0.61, -17, 32, -1, 0, 47
(19) CC(=O)c1cc2c(cc1NC(=O)c1ccc(-n3nc(C)cc3C)cc1)OCO2
    -16, 0.9, 11, -0.36, -9, 2, 6, -1, 70
(20) O=C(Nc1ccc(F)cc1)N(CCCN1CCOCC1)Cc1cc2cc3c(cc2[nH]c1=O)OCO3
    -11, 0.9, 14, 0.4, 5, -1, -7, -3, 88
(21) CN(C(=O)c1cnc(N2CCN(c3ncccn3)CC2)c2ccccc12)c1ccc(Cl)cc1
    2, 0.9, -14, -0.63, 15, 37, 2, -7, 89
(22) COc1ccc(S(=O)(=O)N(CC(=O)N2CCN(C)CC2)C2CCCCC2)cc1OC
    -12, 1, 3, -0.28, -2, -2, -14, -1, 113
(23) COc1ccc(OCC(=O)N2CCN(c3nnc(-c4ccccc4)c4ccccc34)CC2)cc1
    4, 1, -13, -0.81, 13, 10, -13, -2, 94
(24) Cc1ccc(C)c(OCCCCCn2ccnc2)c1
    -4, 0.9, 4, -0.52, -13, -2, 5, 0, 93
(25) N#CCSc1nnc(Cc2cccc3ccccc23)n1C1CCCCC1
    -10, 1, 6, ·, -10, 6, 9, -4, 73
(26) CCC(Sc1nc(=O)cc(N)n1-c1ccccc1)C(=O)Nc1ccc(Cl)cn1 (configuration not stated)
    -11, 0.9, 8, ·, 10, -8, 10, -1, 98
(27) Cc1cc(C)c2[nH]c(=O)c(CN(CC3CCCO3)C(=O)C3CCCO3)cc2c1 (configuration not stated)
    -8, 0.9, 3, -0.5, 14, -27, -14, -1, 108
(28) Cc1cc2c3nonc3ccc2n1C
    -7, 0.9, 11, 0.34, -8, -11, 1, -5, 110
(29) O=C(NCCCN1CCN(CCCNC(=O)c2ccc(F)cc2)CC1)c1ccc(F)cc1
    0, 0.9, 10, 0.097, -5, 5, -2, -3, 120
(30) COc1ccc(-c2nnc3ccc(SCC(=O)NCc4ccco4)nn23)cc1OC
    7, 1, -5, -2.3, 4, 20, -11, 0, 97
(31) CCOc1cccc2cc(C(=O)Nc3cc(C)on3)c(=O)oc12
    3, 0.9, 18, 2.6*, 8, 32, 2, -13, 107
(32) Cc1ccc(NC(=O)c2ccc(S(=O)(=O)NCC3CCCO3)cc2)cc1 (configuration not stated)
    -10, 0.9, 22*, ·, 15, 5, 0, -8, 66
(33) O=C(NCc1ccco1)c1cc2sccc2n1Cc1ccccc1
    13, 0.8, 5, ·, 22, -3, -6, -5, 70
(34) CCOc1ccc(-c2cc(CCCC(=O)NCc3cccnc3)no2)cc1
    -9, 0.9, 4, -0.21, -28, -7, -42, -5, 90
(35) COc1cccc(Nc2cc(C)nc3nc(C)nn23)c1
    -4, 0.8, 12, 0.0067, -4, 6, 1, -4, 93
(36) O=C1CCCC(O)=C1C=Nc1ccc2c(c1)oc1ccccc12
    5, 1, 2, -0.4, 25, 4, 9, 2, 103
(37) CC(=O)c1c(N2CCN(Cc3ccc4c(c3)OCO4)CC2)nc(=S)n(-c2ccccc2)c1C
    -8, 0.9, 11, 0.13, -14, 11, -11, -10, 125
(38) NCCCNC(=O)c1cc2ccccc2[nH]1
    -13, 1, 1, -0.022, 13, 4, 12, -2, 105
(39) O=C1CCCC2=C1C(c1cccs1)n1ncnc1N2 (configuration not stated)
    -9, 1, 11, 0.17, -7, 6, -39, -3, 78
(40) Cc1ccc(C)c(CN2CCCNC2=O)c1
    -2, 0.9, 1, -0.076, -11, -10, 0, -1, 89
(41) O=C(CCN1C(=O)c2ccccc2S1(=O)=O)Nc1nc2c(s1)CCCC2
    1, 1, 1, -0.047, 16, 8, 40, -5, 134
(42) COc1ccc(NC(=O)CC2C(=O)N(c3cccc(OC)c3)C(=O)N2C2CCCCC2)cc1 (configuration not stated)
    -4, 1.1, 9, -0.38, -1, 7, 3, -4, 96
(43) CCN(CC)C(=O)C1CCN(c2ncnc3c2cnn3-c2ccc(C)cc2C)CC1
    12, 0.9, ·, ·, 6, -11, -8, -3, 84
(44) CCOC(=O)N1CCC(NCCNC(=O)c2ccccc2Cl)CC1
    -6, 1, 8, 0.42, -6, 8, 0, 14, 58
(45) COC(=O)[C@@H](NC(=O)NC1CCN(Cc2ccccc2)CC1)C(C)C
    -5, 0.9, -3, 0.3, 3, -25, -1, -4, 113
(46) C=CCn1c(SCc2nnc(-c3ccccc3)o2)nnc1C(O)c1ccccc1 (configuration not stated)
    -16, 1, 4, 0.16, 18, 3, 1, -4, 68
(47) FC(F)C(F)(F)C(F)(F)C(F)(F)c1cc(-c2ccccc2)n[nH]1
    1, 0.7, 5, 1.9, -9, 6, 13, 0, 93
(48) c1cncc(-c2nnc(SCc3cccc4ccccc34)o2)c1
    -1, 0.9, 2, 1.3, -12, 1, 5, -3, 91
(49) Cc1nn2c(N3CCOCC3)c3c(nc2c1-c1ccccc1)CCCC3
    7, 1, 5, 2, -22, -18, 2, -1, 85
(50) COc1ccc(OC)c(-n2c(CN3CCC(C(N)=O)CC3)nc3ccccc3c2=O)c1
    -11, 0.9, 3, 0.34, 6, 5, -1, -4, 59
(51) Clc1ccc(Cn2cc(Br)cn2)cc1Cl
    2, 0.8, 5, 0.97, 11, 6, 13, -2, 76
(52) CN1CCN(C(=O)CSc2nc(-c3cccs3)cc(-c3cccs3)c2C#N)CC1
    3, 0.9, 6, 0.81, 0, 34, 0, -12, 82
(53) COc1ccc(Cl)cc1N=Cc1c(O)cc(C)oc1=O
    8, 0.9, -17, ·, 0, -19, -10, 48, 80
(54) CCCC(=O)Nc1ccccc1NC(=O)CN(C)S(=O)(=O)c1ccccc1
    -10, 0.9, 7, -0.15, -9, -3, 0, 0, 97
(55) COc1ccc(CN(CC(=O)NCC2CCCO2)C(=O)CCC(=O)Nc2cc(C)ccn2)cc1 (configuration not stated)
    6, 0.9, -2, -0.064, -13, 26, 9, 1, 90
(56) O=c1c(-c2ccc(Br)cc2)coc2c(CN3CCOCC3)c(O)ccc12
    2, 0.9, 2, -1.9, 13, 14, 5, 1, 115
(57) CCN1CCCC1CNC(=O)c1ccc(CS(=O)(=O)c2ccccc2C)o1 (configuration not stated)
    4, 1, 6, -0.1, -8, -1, -6, 0, 78
(58) CCOC(=O)c1c(NC(=O)CSc2nnc(-c3ccccc3)n2CC)sc(C(C)=O)c1C
    0, 0.9, 0, 0.87, 10, 31, 4, -4, 83
(59) Cc1cccc(-n2c(SCC(=O)Nc3nnc(C)s3)nnc2-c2ccoc2C)c1
    -2, 0.9, 8, 0.5, -9, 0, 17, -2, 93
(60) COCCOC(=O)c1c(C)oc2ccc(OC(=O)c3ccc4c(c3)OCO4)cc12
    5, 0.8, 14, -0.58, -3, 3, -17, 2, 84

Additional entries.
Results follow in this order: Cdc25B inh, TNAP act mid DEA, FXIIa mix inh, D1 mod, SF-1 act, MKP-1 inh, RORa activator, Hsp90 inh, HER2 expr 66K
(61) O=C(CN(C(=O)CSc1nnc(COc2ccccc2)o1)c1ccc(F)cc1)NC1CCCCC1
    -3, 1, 0, 3.2*, 1, 24, 9, -3, 79
(62) Cc1cc(C(=O)COc2ccc3ccc(=O)oc3c2)c(C)n1Cc1cccs1
    -1, 0.9, 0, ·, 2, 24, -3, -5, 95
(63) COc1ccc(NC(=O)NCCCN2CCN(c3cc(C)ccc3C)CC2)cc1
    -16, 0.9, 10, -6.1*, -49, -5, -22, -3, 62
(64) Cc1ccc(S(=O)(=O)NC(=O)c2cc(C)n(CCCn3ccnc3)c2C)cc1
    -16, 0.8, 0, -0.76, 10, 12, -4, -2, 108
(65) CCOC(=O)Nc1ccc2c(c1)N(C(=O)CCN(C)C)c1ccccc1S2
    -6, 0.9, 15, -0.71, -17, 4, 12, 2, 38
(66) O=C(CCN1CCN(c2ccccn2)CC1)Nc1ccc(F)cc1
    -5, 0.9, -11, ·, -4, -12, 6, -4, 58
